Source: PubChem
TcdB GH inh: blocks C. difficile toxin B glycohydrolase activity; P18177; TcdB glycohydrolase enzymatic assay, plate reader; inhibition, % at 9.99 µM; 350,000 tested, 0.24% active; AID 652162; in the data active means inhibition above about 10%
FBA Mtb inh: inhibitors of M. tuberculosis fructose-bisphosphate aldolase; inhibition, % at 1 µM; AID 588726; P9WQA3; purified M. tuberculosis FBA, fluorescence read-out; 360,000 tested, 2.3% active; in the data active means inhibition above about 27%;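 further: 0% = vehicle and 100% = reference inhibitor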
Target sequence (P9WQA3 whole entry, looked up): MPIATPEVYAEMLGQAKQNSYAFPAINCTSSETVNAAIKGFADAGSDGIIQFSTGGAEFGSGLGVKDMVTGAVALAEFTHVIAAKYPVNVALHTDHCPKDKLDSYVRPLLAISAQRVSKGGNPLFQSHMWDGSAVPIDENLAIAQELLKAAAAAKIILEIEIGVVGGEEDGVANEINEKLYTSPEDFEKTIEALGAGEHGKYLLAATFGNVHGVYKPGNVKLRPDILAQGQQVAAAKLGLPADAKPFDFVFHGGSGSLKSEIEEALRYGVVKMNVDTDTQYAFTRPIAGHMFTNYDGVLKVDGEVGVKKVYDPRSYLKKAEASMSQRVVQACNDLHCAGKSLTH
Vc quorum ag: quorum light induction in luxS cqsA deficient V. cholerae; V. cholerae BH1578 lux reporter, luminescence, 6 h; activation, % at 18.7 µM; 350,000 tested, 0.16% active; AID 588436; in the data active means activation mostly above about 9.7%, no sharp cut-off; inconclusive means no clear call, values can overlap the other calls; inactive means mostly below about 3.7%; further: not every result past the cut was called active; inactives centre near 0; reference of the scale not given here
BioA inh: blocks M. tuberculosis BioA enzyme activity; purified M. tuberculosis BioA enzyme, plate reader; inhibition, % at 9.99 µM; 360,000 tested, 0.096% active; AID 602481; in the data active means inhibition above about 40%; inconclusive means no clear call, values can overlap the other calls
GDH-TPI inh: counter-screen for M. tuberculosis FBA inhibitors: GDH-TPI coupled enzymes. GDH-TPI coupled enzyme counterscreen, NADH absorbance. 360,000 tested, 1.2% active. inhibition, % at 4.8 µM; in the data active means inhibition above about 30%;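 further: 0% = DMSO wells and 100% = wells lacking the enzyme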
PfHsp40 rescue: rescue of PfHsp40-mediated yeast toxicity; AID 504582; S. cerevisiae expressing PfHsp40, growth rescue, ATP luminescence; growth rescue, % at 12.5 µM; 340,000 tested, 0.68% active; in the data active means growth rescue above about 28%, passing the limit was not always enough; inconclusive means no clear call, values can overlap the other calls;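 further: yeast W303a lacking pdr1 and pdr3 grown in galactose medium; growth measured after three days at 30 °C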
FadD28 FP inh: M. tuberculosis FadD28 bisubstrate binding inhibition. FadD28 bisubstrate probe binding, fluorescence polarization. inhibition, % at 12.5 µM. 360,000 tested, 0.22% active. AID 588549; in the data active means inhibition above about 8.5%, passing the limit was not always enough; inconclusive means no clear call, values can overlap the other calls
Mtb UGM inh: inhibitors of M. tuberculosis UDP-galactopyranose mutase | P9WIQ1 | purified UGM, fluorescence polarization probe displacement | inhibition, % at 10 µM | 320,000 tested, 0.06% active | AID 504406; in the data active means inhibition above about 10%, passing the limit was not always enough; inconclusive means no clear call, values can overlap the other calls
Target sequence (P9WIQ1 whole entry, looked up): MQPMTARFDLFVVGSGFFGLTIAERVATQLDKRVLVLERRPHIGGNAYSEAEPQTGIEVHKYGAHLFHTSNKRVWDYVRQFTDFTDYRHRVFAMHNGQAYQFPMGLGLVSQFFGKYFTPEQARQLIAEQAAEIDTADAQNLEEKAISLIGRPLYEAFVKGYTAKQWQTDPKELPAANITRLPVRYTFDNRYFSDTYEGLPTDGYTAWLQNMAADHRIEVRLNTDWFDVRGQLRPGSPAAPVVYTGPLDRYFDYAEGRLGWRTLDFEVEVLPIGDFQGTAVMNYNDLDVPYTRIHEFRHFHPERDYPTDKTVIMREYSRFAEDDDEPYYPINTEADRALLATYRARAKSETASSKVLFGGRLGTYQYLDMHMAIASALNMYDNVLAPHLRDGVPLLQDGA
Yp Topo-I inh: Y. pestis Topo-I inhibition via cleavage products. Y. pestis Topo-I cleavage product accumulation, plate reader. activity, % at 10 µM. 360,000 tested, 0.064% active. AID 504884; in the data active means activity above about 50%, passing the limit was not always enough; inconclusive means no clear call, values can overlap the other calls; further: inactives centre near 2
Numbers without * were called inactive; i = inactive; ? = inconclusive; / = not tested or not shown; & = joins results of further samples.

SMILES	TcdB GH inh	FBA Mtb inh	Vc quorum ag	BioA inh	GDH-TPI inh	PfHsp40 rescue	FadD28 FP inh	Mtb UGM inh	Yp Topo-I inh
COc1ccccc1NC(=O)c1ccc2nc(-c3ccccc3)c(-c3ccccc3)nc2c1	/	1	i	-1.2	7	-1.2	-0.3	0.1	5
COc1ccccc1C=NNC(=O)C(=O)NN=Cc1ccccc1OC	-1.1	3	i	-0.3	34*	0.4	-2.8	/	2
CCC(=O)Nc1ccc(C(=O)NNC(=O)c2ccc(C)cc2)cc1	-6.0	0	0.5	0.0	-17	0.0	-3.7	1.9	-1
COc1ccc(CNC(=O)c2sc(=O)n(Cc3ccc(S(=O)(=O)N(C)C)cc3)c2C)cc1	1.1	4	-0.4	1.0	14	/	-13	/	27
CN(C)CC1(C)Cc2ccsc2C1O (configuration not stated)	-3.0	0	-3.3	0.7	0	0.1	-1.5	/	8
COc1ccccc1OCc1nc(C#N)c(N2CCCC2)o1	0.6	0	-0.3	/	2	-1.3	-0.5	2.6	15
CN(C)CCCN(C(=O)COc1ccccc1)c1nc2ccc(Cl)cc2s1	1.2	1	2.4	-2.1	7	2.3	-2.8	-0.8	-11
C#CCOCCOCCOCCNc1nc(N2CCN(C(=O)Cn3cc(CCCN=C(N)N)nn3)CC2)nc(N2CCN(C(=O)[C@H](CCCCN)n3cc(CC(C)O)nn3)CC2)n1 (some centres not stated)	-1.8	1	0.6	-2.0	2	-0.5	-3.0	0.0	-10
CN(C(=O)Oc1cccc2cccnc12)c1ccccc1	/	-1	-0.7	-2.8	3	-0.3	-5.1	0.4	11
O=C(O)CCn1cc(C=C2C(=O)NC(=S)NC2=O)c(-c2cccc(Cl)c2)n1	-1.0	0	-0.3	/	3	0.2	-1.0	1.0	2
O=C(Nc1ccc(Cl)cc1)c1cc(S(=O)(=O)Nc2ccccn2)ccc1Cl	1.9	2	-0.1	/	1	0.7	0.3	0.5	10
CC(NS(=O)(=O)c1cccc(C(=O)NCc2ccncc2)c1)c1ccccc1 (configuration not stated)	-4.0	6	-0.6	-0.9	1	-1.0	-1.8	-0.9	5
CC(=O)c1cccc(NC(=O)C2CCCN2S(=O)(=O)c2cccc3nsnc23)c1 (configuration not stated)	1.0	1	/	-0.1	-16	1.0	-2.0	-2.3	-4
O=C(COC(=O)C1(c2ccccc2F)CCCC1)Nc1ncc(C(F)(F)F)cc1Cl	/	3	-0.1	-3.6	6	3.2	0.3	-0.4	-11
CCCN(Cc1ccc(N(C)C)cc1)CC1CC1	/	1	-2.0	0.6	-2	-0.9	-1.6	-1.3	-4
CNC(=O)Oc1ccc2c(c1)C(=O)c1ccccc1CO2	/	-3	i	-0.1	-8	0.6	-2.5	-3.3	-6
CC1CCCN(S(=O)(=O)c2ccc3c(c2)c(=O)nc2ccccn23)C1 (configuration not stated)	1.9	66*	0.6	0.0	12	-0.9	-2.4	-4.9	-6
COc1ccccc1-c1c(C)nn2c(N3CCC4(CC3)OCCO4)cc(C)nc12	/	2	0.2	0.6	24	?	-0.9	-1.6	26
Nc1cc(=O)n(Cc2ccccc2)c(=O)n1-c1ccc(Cl)cc1	0.7	-3	i	/	-6	0.5	0.0	-0.7	-3
CC(=NC1CCCC1)c1c(C)[nH]n(-c2nc3ccccc3s2)c1=O	/	2	-1.3	0.1	14	-0.8	-1.8	-2.3	10
COc1cc(OC)c(C=Cc2ccncn2)c(OC)c1	1.1	0	-0.2	0.0	18	/	-2.7	/	-4
C[C@H]1CN[C@H](CCO)/C1=C\c1ccccc1	0.3	1	i	-1.8	-18	-0.4	-3.3	/	-10
CC(=O)N1CCC(O)(c2cccc(C(F)(F)F)c2)CC1	/	2	i	-2.1	9	?	0.4	0.0	0
Cc1ccc(NC(=O)NC2CCCCC2)cc1Cl	/	0	-0.2	/	12	0.8	-2.4	-0.6	-9
O=C(Nc1ccc(S(=O)(=O)N2CCOCC2)cc1)C1CC1	-1.2	-3	-0.2	1.7	-1	0.4	/	-0.3	2
Cc1ccc(CN(C)CC(=O)NC(C)c2ccccc2)cc1 (configuration not stated)	-0.1	-1	-0.4	/	-6	-1.8	-0.3	-1.4	0
CC(=O)OC1CCC2C3CCC4=C(CC(F)C(=O)C4)C3CCC12C (configuration not stated)	1.4	0	i	/	-3	5.6	-4.0	/	12
COc1ccc(/C=C2\CCc3ccccc3C2=O)cc1OC	/	-1	i	1.5	11	0.4	-3.9	-0.3	7
COc1ccc(NC(=O)CCCNC(=O)Cn2cnc3sc(C)c(C)c3c2=O)cc1Cl	1.0	-3	-0.6	-1.0	0	-0.2	-0.8	0.6	1
CCC(=O)Oc1ccc(C(=O)Nc2ccccc2C(=O)NCC(C)C)cc1	0.4	0	-0.5	/	0	0.4	-3.4	-1.3	2
O=C(NC1CCCC1)C(c1ccc(N2CCOCC2)cc1)N(C(=O)c1ccco1)c1ccccc1F (configuration not stated)	2.4	8	-0.5	/	-2	-0.2	-1.4	-0.9	-12
COc1cccc(CN2CCNC(=O)C2CC(=O)N(C)CC2CCOCC2)c1OC (configuration not stated)	-2.7	0	i	-0.7	3	0.4	0.9	2.3	3
O=C(COC(=O)c1cc(S(=O)(=O)N2CCOCC2)ccc1O)NCCc1ccccc1	/	19	i	-0.3	9	-0.4	-3.9	2.4	3
Cc1ccsc1C(=O)OCC(=O)NC1CCCC1	0.2	0	i	-0.9	-7	0.6	-5.0	/	-4
CCCC(C)C(=O)Nc1cc([N+](=O)[O-])ccc1Cl (configuration not stated)	0.1	0	-0.4	/	14	/	0.6	0.1	0
Cc1ccc2[nH]c(=O)c(CN(CC3CCCO3)C(=O)c3ccncc3)cc2c1 (configuration not stated)	/	3	i	-0.6	16	-1.1	-1.2	-1.4	3
C[C@@H]1CN([C@@H](C)CO)C(=O)c2cc(Br)cnc2O[C@H]1CN(C)C(=O)CCN1CCCCC1	2.5&-2.3	-1	i	-0.4	5	/	-2.3	/	5
CCOc1ccc(-c2ccc(NS(=O)(=O)c3ccc([N+](=O)[O-])cc3)cc2)nn1	-0.7	3	-5.6	4.4	-3	-1.8	-0.7	-0.6	-6
COc1ccc(C(=O)Nc2ccc(S(=O)(=O)N3CCCC3)cc2)cc1	1.2	-2	0.2	/	-4	2.0	-3.9	-0.5	-1
O=S(=O)(NCc1ccccc1)c1ccccc1NCCc1ccccc1	-0.7	0	-1.4	2.5	3	4.5	-0.5	/	?
Cc1onc(-c2ccccc2)c1C(=O)N1CCCC(C)(C(=O)NS(=O)(=O)C2CC2)C1 (configuration not stated)	0.3	1	-0.6	-0.6	2	/	0.8	/	2
COC(=O)c1c(NC(=O)c2c(Cl)cnn2C)sc(C)c1C	0.8	3	-0.2	/	5	-0.3	0.8	-2.4	-7
CCOc1ccc(S(=O)(=O)Nc2ccn(C)n2)cc1	1.2	0	i	-1.2	-2	-0.1	0.1	/	6
COC(=O)C1=C(c2ccc(F)cc2OCc2ccccc2)C[C@@H]2CC[C@H]1N2C	0.7	1	i	2.5	10	-0.8	-0.7	-3.3	4
Cc1c(C(=O)NC2CCCc3ccccc32)oc2ccc(S(=O)(=O)N3CCCC3)cc12 (configuration not stated)	/	1	-3.6	-1.2	9	-2.0	-0.7	-2.4	5

Complete entries, looked up by structure.
`COC(=O)c1c(NC(=O)c2c(Cl)cnn2C)sc(C)c1C` is entered as TcdB GH inh = 0.8; FBA Mtb inh = 3; Vc quorum ag = -0.2; BioA inh = /; GDH-TPI inh = 5; PfHsp40 rescue = -0.3; FadD28 FP inh = 0.8; Mtb UGM inh = -2.4; Yp Topo-I inh = -7
`COC(=O)C1=C(c2ccc(F)cc2OCc2ccccc2)C[C@@H]2CC[C@H]1N2C` is entered as TcdB GH inh = 0.7; FBA Mtb inh = 1; Vc quorum ag = i; BioA inh = 2.5; GDH-TPI inh = 10; PfHsp40 rescue = -0.8; FadD28 FP inh = -0.7; Mtb UGM inh = -3.3; Yp Topo-I inh = 4
`Cc1c(C(=O)NC2CCCc3ccccc32)oc2ccc(S(=O)(=O)N3CCCC3)cc12` (configuration not stated) is entered as TcdB GH inh = /; FBA Mtb inh = 1; Vc quorum ag = -3.6; BioA inh = -1.2; GDH-TPI inh = 9; PfHsp40 rescue = -2.0; FadD28 FP inh = -0.7; Mtb UGM inh = -2.4; Yp Topo-I inh = 5

Further entries follow.
SMILES	TcdB GH inh	FBA Mtb inh	Vc quorum ag	BioA inh	GDH-TPI inh	PfHsp40 rescue	FadD28 FP inh	Mtb UGM inh	Yp Topo-I inh
COc1ccc(S(=O)(=O)N2CCCCCC2)cc1C(=O)N(C)Cc1ccc(OC)c(OC)c1OC	-0.2	0	-0.4	/	10	1.0	-0.2	-2.7	23
COCCNc1nc2c(c(=O)n(Cc3ccccc3F)c(=O)n2C)n1C	0.0	0	-0.3	1.3	8	-0.2	0.2	2.1	1
CCOC(=O)C(CCCOc1ccccc1C)C(=O)OCC	/	4	i	-1.2	2	0.5	-0.9	-0.5	35
CC1(Cc2cc(Cl)ccc2C(F)(F)F)C(=O)Nc2ccc(OC(F)(F)F)cc21 (configuration not stated)	/	-3	-0.8	5.2	7	/	-1.1	/	19
C[C@@H]1CN([C@@H](C)CO)C(=O)c2cccc(NC(=O)Nc3ccc4c(c3)OCO4)c2O[C@H]1CN(C)S(=O)(=O)c1cn(C)cn1	0.7&0.5	2	1.2	-0.7&-0.6	6	7.6	-0.1	1.7	6
CC(=O)N1c2ccc(Cl)cc2C2C=CCC2C1c1cccc2ccccc12 (configuration not stated)	/	-6	i	/	5	-2.2	-5.9	-0.6	26
COc1ccccc1NC(=O)[C@H](COCc1ccccc1)NC(=O)OC(C)(C)C	/	-4	i	-0.5	0	3.9	0.0	-0.4	16
CC(C)(C)c1ccc(CSc2cnn(C(C)(C)C)c(=O)c2Cl)cc1	1.2	-1	-0.4	-1.6	-11	-1.9	-3.1	-0.2	13
CC(=O)Nc1c2c(nn1-c1ccc(F)cc1)CSC2	-1.4	0	-0.3	-0.9	-6	-0.8	0.2	2.5	-1
Cc1cc2ccccc2n1CCNC(=O)COc1ccc2ccccc2c1	0.7	-3	1.0	-2.6	-2	3.2	-4.4	-0.3	8
CCOc1ccc(C(=O)Nc2ccc(S(=O)(=O)N3CCN(C)CC3)cc2)cc1	0.2	7	0.3	-2.6	14	-0.2	-1.6	1.7	-1
COCCN(C(=O)COC(=O)C12CC3CC(CC(O)(C3)C1)C2)c1c(N)n(Cc2ccccc2)c(=O)[nH]c1=O	0.6	1	0.0	-1.0	-2	/	1.0	/	3
CN(C)CCCOC(=O)c1ccc(Cl)cc1	0.2	-2	i	-0.3	-4	1.8	-3.1	-0.2	1
COc1ccc(C(=O)/C=C2/C(=O)Nc3ccccc32)cc1	1.6	4	-3.4	-2.9	18	2.0	-1.9	-1.1	-9
CC(C)Cc1csc(NC(=O)c2ccc(Cl)cc2)c1C(=O)O	/	0	-0.3	-1.1	17	-0.3	0.3	-0.2	10
CCc1nc2ccccc2c(=O)n1NC(=O)c1c(O)c2ccccc2n(CC)c1=O	-0.7	-1	-1.4	/	-9	181*	-9.2	2.4	40
COc1ccc(NC(=O)Nc2ccc3c(c2)CC(=O)N([C@H](C)CO)C[C@H](C)[C@H](CN(C)Cc2ccc(C(=O)O)cc2)O3)cc1	0.3&-7.6	-4	0.2	-2.0&-0.3	-4	0.4	3.7	1.4	7
Cn1c(=O)c2c(ncn2CC(=O)Nc2cc(S(=O)(=O)N3CCCCC3)ccc2Cl)n(C)c1=O	-0.1	12	i	-0.8	4	0.7	-2.3	2.3	-3
COc1ccc(-n2c(C)cc(-c3csc(N)n3)c2C)cc1	/	-2	-0.5	-1.5	7	0.5	-5.8	0.6	-34
COc1ccc(NCc2nnc(SCC(=O)NCc3ccco3)n2-c2ccccc2OC)cc1	/	-3	-0.3	1.3	9	-1.6	-0.4	-0.2	2
COc1cccc(CC(=O)Nc2cc(S(=O)(=O)N3CCOCC3)ccc2N2CCN(C)CC2)c1	0.1	0	-3.1	-0.6	1	0.3	/	-4.6	6
Cc1sc2ncnc(SCC(=O)NCC(C)C)c2c1C	/	2	0.0	2.1	10	-0.3	-2.9	0.1	4
